# Bioassay records from PubChem.
# TSHR antagonist = Antagonists of the Thyroid Stimulating Hormone Receptor: HTS campaign; Thyrotropin receptor (Homo sapiens), P16473; TSHR-expressing cells, TSH-stimulated cAMP HTRF, 2 h; hits give low values; activity change, negative = inhibition, % at 11.5 µM; 330,000 tested, 0.2% active;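 active means activity change below a set negative limit, meaning inhibition stronger than a set level, cut at about -70% in these data; inconclusive means activity change between two set negative limits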; further: on the % scale 0 is the no-effect control and ±100 the full control effect
#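 Cell-based HTRF cAMP assay; TSHR cells + compound, TSH EC80 (4nM final), 2 h, 37 deg C. Lysis with anti-cAMP cryptate and cAMP-d2, 30 min RT, read 665/620 nm.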
# Chronic BCR inh = qHTS Assay to Find Inhibitors of Chronic Active B-Cell Receptor Signaling; AID 493014, 2011; Potency, µM (doses to about 46.1 µM), for the others: at the highest dose ratio change, negative = lower green/red ratio, actives largely listed as inhibitors; 340,000 tested, 0.05% active; ABC-DLBCL IkBa-CBG/CBR reporter, luminescence ratio, 4 h; active means well fitted inhibition curve with a large enough effect in the signal ratio, with a control signal flat, not every such curve was filed as active; inconclusive means small, poorly fitted or top-dose-only effect, or effect the other way, or a change in a side signal; the % refers to the signal ratio;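 further: potency means the concentration at half of the fitted maximal effect; plate controls were basal doxycycline-induced cells for no effect and cells given 10 µM MG132 for full effect; MG132 reads +100%, hits lower the ratio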
#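 Compounds up to 46 uM were incubated four hours with TMD8 cells whose green CBG68 luciferase is fused to IkappaBalpha; red CBR luminescence normalised the signal, and concentration-effect curves were fitted to fusion, red and ratio data.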
# USP2a inh = qHTS Assay for Inhibitors of Ubiquitin-specific Protease USP2a Using CHOP2 as the Reporter; USP2 core, Ub-CHOP2 coupled fluorogenic reporter, 485/531; Potency, µM (doses to about 38.3 µM), without a hit: at the highest dose activity change, negative = inhibition, hits mostly inhibitors; 330,000 tested, 0.01% active; Ubiquitin carboxyl-terminal hydrolase 2 (Homo sapiens), O75604; AID 463254, 2010;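 further: potency means the concentration at half of the fitted maximal effect; plate controls were DMSO wells for no effect and full inhibition by NEM control for full effect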
#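 Cell-free coupled assay: 10nM USP2 core preincubated 30min RT with compound in Tris-HCl pH 8.0/CaCl2/CHAPS buffer, then 25nM Ub-CHOP2 and 25nM reporter substrate; fluorescence (Ex 485/Em 531) read after 60min RT, normalized to NEM inhibition, concentration-response curves fitted.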
# Mito fusion act = qHTS Assay for Small Molecule Inhibitors of Mitochondrial Division or Activators of Mitochondrial Fusion. S. cerevisiae fusion-defective mutant growth rescue, CellTiterGlo 48 h. Potency, µM (doses to about 46.1 µM), inactives show at the top dose growth rescue (activation), usual class: activators. 320,000 tested, 0.23% active;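 further: potency means the concentration at half of the fitted maximal effect; % of control where 0% means no effect; nearly all actives have a fitted effect of over 45% in size; temperature-sensitive fusion mutants such as fzo1-1 at 37 °C on non-fermentable ethanol glycerol medium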
#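 Read-out: ATP-based luminescence (CellTiterGlo, 10 min ambient) reporting growth of fusion-defective ts yeast after 48 hours at 37C on glycerol/ethanol YPEG medium in the presence of compound.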
# uPA surface inh = qHTS for Inhibitors of Cell Surface uPA Generation; cell surface uPA generation assay, qHTS; Potency, µM (highest dose often 38.3 µM), inactives show top-dose activity change, negative = inhibition, most hits filed as inhibitors; 330,000 tested, 0.31% active; active means well fitted inhibition curve with a large enough effect; inconclusive means small, poorly fitted or top-dose-only effect; inactive means no such curve, though single readings can be large or run the other way; tested in mouse RAW 264.7 cells; further: potency means the concentration at half of the fitted maximal effect; on the % scale 0 is the no-effect control and ±100 the full control effect; nearly all actives have a fitted effect of over 55% in size
# Eya2 phos inh = qHTS Assay for Inhibitors of the Phosphatase Activity of Eya2; Protein phosphatase EYA2 (Homo sapiens), O00167; recombinant Eya2, OMFP fluorescence dephosphorylation (OMFP is methylfluorescein phosphate); Potency, µM (top dose mostly 76.9 µM), for inactives: top-dose activity, negative = inhibition, hits mostly inhibitors; 330,000 tested, 0.006% active; further: potency means the concentration at half of the fitted maximal effect; on the % scale 0 is the no-effect control and ±100 the full control effect
#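 Eya2 (0.2 uM) preincubated 10 min at ambient with compound, then OMFP substrate added at 50 uM; 10 min reaction in 50 mM HEPES pH 7.5, 50 mM NaCl, 5 uM MgCl2, 0.05% BSA, 1 mM DTT. Fluorescence read at Ex 485/Em 525 nm.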
# B2AR arrestin = qHTS assay of beta-arrestin-biased ligands of beta2-adrenergic receptor; Beta-2 adrenergic receptor (Homo sapiens), P07550; beta-arrestin recruitment to beta2AR, cell-based reporter; Potency, µM (doses to about 46.1 µM), for the others: at the top dose activation, hits mostly activators; 330,000 tested, 0.02% active; AID 492947, 2010;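 further: potency means the concentration at half of the fitted maximal effect; 0% = DMSO controls and full agonism = EC100 isoproterenol or metaproterenol; nearly all actives have a fitted effect of over 65% in size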
# Tb PFK inh = qHTS Assay to Find Inhibitors of T. brucei phosphofructokinase | ATP-dependent 6-phosphofructokinase (Trypanosoma brucei brucei), O15648 | T. brucei PFK, ADP-Glo luminescence | Potency, µM (top dose mostly 57.5 µM), for the others: at the top dose activity, negative = inhibition, usual class: inhibitors | 330,000 tested, 0.17% active;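 further: potency means the concentration at half of the fitted maximal effect; 0% = uninhibited 1x PFK enzyme wells and -100% = no-enzyme wells; nearly all actives have a fitted effect of over 60% in size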
# Target sequence (O15648 whole entry, looked up): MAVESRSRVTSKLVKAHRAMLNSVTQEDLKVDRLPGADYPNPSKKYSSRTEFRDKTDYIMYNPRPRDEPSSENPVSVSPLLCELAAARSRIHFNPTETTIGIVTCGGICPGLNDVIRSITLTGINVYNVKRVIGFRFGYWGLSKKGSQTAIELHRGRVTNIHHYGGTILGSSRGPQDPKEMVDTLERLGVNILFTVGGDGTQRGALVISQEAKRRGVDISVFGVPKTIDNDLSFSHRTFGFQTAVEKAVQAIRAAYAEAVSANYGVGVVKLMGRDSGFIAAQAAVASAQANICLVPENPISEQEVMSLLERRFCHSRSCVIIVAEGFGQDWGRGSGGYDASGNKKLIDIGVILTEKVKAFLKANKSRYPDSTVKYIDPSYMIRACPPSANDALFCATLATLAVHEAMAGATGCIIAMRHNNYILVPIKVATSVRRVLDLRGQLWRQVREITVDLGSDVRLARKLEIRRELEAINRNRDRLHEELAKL
#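 Activity is normalized to no-enzyme wells (full inhibition) and 1.25 nM enzyme wells (no inhibition). Reaction: 0.5 mM F6P, 0.1 mM ATP, 45 min RT, ADP-Glo luminescence; concentration-response curves fitted and classed by quality.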
# TSG101-PTAP inh = qHTS Assay for Iinhibitors of HIV-1 Budding by Blocking the Interaction of PTAP/TSG101. Potency, µM (top dose mostly 115 µM), without a hit: top-dose activity change, negative = inhibition, usual class: inhibitors. Tumor susceptibility gene 101 protein (Homo sapiens), Q99816. 340,000 tested, under 10 active. Fluorescence polarization, FITC-PTAP peptide / Tsg101 binding. AID 493005, 2010; active means well fitted inhibition curve with a large enough effect in the main read-out, with a control signal flat, not every such curve was filed as active; inconclusive means small, poorly fitted or top-dose-only effect, or effect the other way, or a change in a side signal; inactive means no such curve, though single readings can be large or run the other way; further: potency means the concentration at half of the fitted maximal effect; % of control where 0% means no effect
# Target sequence (Q99816 whole entry, looked up): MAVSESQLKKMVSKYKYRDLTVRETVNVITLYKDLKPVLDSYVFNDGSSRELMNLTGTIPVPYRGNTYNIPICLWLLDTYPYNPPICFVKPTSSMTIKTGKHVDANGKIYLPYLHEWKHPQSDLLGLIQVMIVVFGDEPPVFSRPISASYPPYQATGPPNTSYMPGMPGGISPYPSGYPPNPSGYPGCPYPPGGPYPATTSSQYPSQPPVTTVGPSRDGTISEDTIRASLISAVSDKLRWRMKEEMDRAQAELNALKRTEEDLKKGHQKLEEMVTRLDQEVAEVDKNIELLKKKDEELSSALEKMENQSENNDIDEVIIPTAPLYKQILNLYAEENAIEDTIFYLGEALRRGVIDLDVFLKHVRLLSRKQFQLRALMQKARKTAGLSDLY
#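 Fluorescence anisotropy tracks displacement of a FITC-tagged PTAP peptide (50 nM) from the Tsg101 binding domain (10 uM), following a 20 min room-temperature incubation at pH 7.5.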
# TCR act = Activators of T cell receptors: qHTS campaign; primary human leukocytes, anti-CD3, IL-2 HTRF, 48 h; AID 504894, 2011; Potency, µM (series often up to 9.22 µM), for the others: top-dose activation of IL-2 secretion, actives largely listed as activators; 330,000 tested, under 10 active; further: % of control where 0% means no effect
#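 Primary human leukocytes receive a-CD3 beads and test compound and are incubated 48 hr. Secreted IL-2 is then assayed by HTRF, measuring 665nm acceptor emission after 320nm excitation of the europium donor.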
# ELG1 DNA repair = qHTS screen for small molecules that inhibit ELG1-dependent DNA repair in human embryonic kidney (HEK293T) cells expressing luciferase-tagged ELG1; HEK293T ELG1-luciferase reporter, luminescence, 16 h; DNA damage induced by 5-fluorouridine; Potency, µM (top dose mostly 46.1 µM), without a hit: top-dose activity change, negative = inhibition, most hits filed as inhibitors; 330,000 tested, 2.3% active; AID 504467, 2011; further: potency means the concentration at half of the fitted maximal effect; on the % scale 0 is the no-effect control and ±100 the full control effect; nearly all actives have a fitted effect of over 55% in size
#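 Overnight (16 hr) co-exposure of 2,000 cells/well to 5-fluorouridine and compound at 37 °C preceded detection. Luciferase was quantified via ONE-Glo luminescence; loss of signal denotes inhibition.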
# Active calls of the source: *; u = inconclusive; x = no result given; & = joins results of further samples; [ ] = another dose, or the depositor's remark. Unless noted, the call rests on the fitted dose curve; in most records, active means well fitted curve in the direction sought with a large enough effect; inconclusive means small, poorly fitted or top-dose-only effect, or another doubt; inactive means no such curve, though single readings can be large; an effect the other way counts as inactive or inconclusive.
SMILES,TSHR antagonist,Chronic BCR inh,USP2a inh,Mito fusion act,uPA surface inh,Eya2 phos inh,B2AR arrestin,Tb PFK inh,TSG101-PTAP inh,TCR act,ELG1 DNA repair
NCCc1ccc(S(=O)(=O)F)cc1,-7&5,2%,3%,-1%&-3%,-21%,-9%&20%,0.4%,-5%,1%,5%,9%
COc1cc(/C=C2\C(=O)NC(=O)N(c3ccccc3)C2=O)cc(OC)c1O,3,u,0%,-2%,x,20%,-0.7%,2%,-4%,2%,7%
CC(Cc1ccccc1)NC(=O)NC(C)Cc1ccccc1 (stereo unspecified),-4,12%,4%,-1%,-1%,3%,-2.3%,0%,-11%,-7%,u
O=C(N/N=C/c1c(O)n(C2CCCCC2)c(=S)[nH]c1=O)c1ccccc1,-17,u,0%,-4%,-2%,6%,0.7%,-6%,0%,0%,u
O=C(Cn1ncn2c(cc3cc(F)ccc32)c1=O)N1CCC2(CC1)OCCO2,0,2%,0%,3%,2%,5%,0.0%,-5%,-4%,0%,3%
CCOC(=O)c1ccc(S(=O)(=O)n2c(=O)oc3ccccc32)cc1,-19,0%,-1%,-1%,u,-7%,-4.1%,-1%,0%,1%,-13%
O=C(Nc1ncc2c(n1)-c1ccccc1CC2)c1ccccc1,16,u,1%,-3%,1%,-8%,-0.1%,0%,-6%,2%,0%
O=c1c2ccccc2nc(/C=C/c2cccnc2)n1Cc1ccccc1,18,u,1%,u,-11%,-8%,-1.2%,-25%,-6%,x,u
O=c1c2ccccc2nc(-c2ccccc2)n1-c1cccc(O)c1,-6,28%,-7%,2%,3%,-1%,-1.0%,5%,-4%,11%,-13%
O=c1[nH]c(=S)n(-c2ccc(F)cc2)c(O)c1/C=N/N1CCOCC1,8,-5%,0%,-3%,2%,1%,-0.9%,4%,0%,-7%,9%
O=C(COc1ccc(Cl)cc1)NCCc1cnc[nH]1,-1,2%,-1%,12%,11%,-21%,-0.2%,-7%,-3%,6%,12%
COP(=O)(C#Cc1ccccc1)C(O)c1ccc(Br)cc1 (stereo unspecified),-2,-9%,10%,0%,2%,7%,-1.7%,-5%,2%,0%,1%
COc1ccc(C)cc1NC1=NC(C)(C)CS1,0,-6%,0%,4%,x,16%,-0.2%,-1%,-3%,4%,3%
C=COCCn1c(C)c(C(C)=O)c2cc(O)ccc21,0,11%,0%,17%,4%,0%,0.7%,-1%,0%,-4%,-23%
O=C(c1cccc(Cl)c1)C1CCCN(Cc2cccc3cnccc23)C1 (stereo unspecified),1,-8%,-2%,5%,0%,-2%,0.4%,-7%,-3%,1%,u
Cc1ccc(-c2csc(N3CCN(CCCn4c(-c5ccncc5)nc5ccccc54)CC3)n2)cc1,-33,u,-12%,-6%,u,-5%,-1.0%,-1%,-3%,0%,u
Cc1cc(C)nc(N2Cc3ccccc3C2=N)n1,11,-2%,1%,8%,-28%,-9%,-0.9%,0%,-9%,2%,-10%
NS(=O)(=O)c1ccc(N2CCNCC2)cc1,2,u,11%,4%,-12%,12%,-0.3%,-3%,-4%,-2%,5%
CC(C)Oc1ccc(C2(C#N)CC[N+](C)(C)CC2)cc1,32,1%,5%,-4%,3%,8%,7.4%,3%,-1%,-5%,0%
Cc1cccc(-n2c(C)nc3ccccc3c2=O)n1,39,u,3%,-3%,4%,0%,-0.3%,-1%,-5%,-8%[46.1 µM],u
CC1=C/C(=C(\c2cc(C)c(O)c(Br)c2)c2ccccc2S(=O)(=O)O)C=C(Br)C1=O,-35,u,-23%,-20%,u,-20%,-0.2%,u,-13%,24%,u
Brc1ccccc1CNCCc1ccc2c(c1)OCO2,18,-1%,-1%,-3%,-1%,-16%,4.2%,-6%,0%,x,-4%
Cc1ccccc1CN1CCN(C(=O)Cc2ccccc2)CC1,-2,-1%,1%,4%,0%,3%,-1.1%,0%,-3%,1%,-6%
CC(C)NS(=O)(=O)c1ccc(OCC(=O)N2CCN(C)CC2)cc1,10,1%,2%,-2%,12%,15%,-0.5%,0%,1%,-5%,10%
CC(=O)c1c(C)n(Cc2ccccc2Cl)c2ccc(O)cc12,2,18%,0%,18%,-2%,-4%,-0.3%,-5%,-2%,8%,6%
Cc1cc2ccccc2n1CCNC(=O)Cc1ccccc1,-3,17%,2%,-2%,3%,u,0.0%,0%,-3%,1%,5%
O=P(O)(O)COc1ccccc1O,10,-2%,4%,2%,-5%,-5%,0.4%,0%,-3%,6%,0%
COc1cc(C(C#N)N2CCOCC2)ccc1O (stereo unspecified),33,1%,1%,-6%,1%,14%,-0.7%,-1%,-7%,6%,u
CC(=O)N1CCCSC1=Nc1ccccc1,-2,1%,5%,0%,3%,6%,0.1%,0%,0%,4%,-8%
Cc1ccc(C)c(NC(=O)c2cc(-c3cc(C)ccc3O)n[nH]2)c1,-2,u,-2%,-15%,-5%,-6%,-0.5%,-6%,1%,0%,u
C#C[C@]1(O)CC[C@H]2[C@@H]3CCC4=CC(=O)CC[C@]4(C)[C@H]3CC[C@@]21C,-10,0%,4%,-2%,-2%,6%,0.0%,-2%,1%,55%,11%
Cn1c(O)c(C(=Nc2ccccc2)SCc2ccc(Cl)cc2)c(=O)n(C)c1=O,-30,u,-15%,22%,u,10%,0.2%,0%,0%,-3%,u
NS(=O)(=O)c1cccc(N2CCNCC2)c1,1,-7%,-1%,-4%,1%,-2%,-0.8%,-2%,-2%,-4%,6%
COc1ccc(/C=C2\C(=O)NC(=O)N(Cc3ccccc3)C2=O)c(OC)c1OC,26,u,2%,-1%,3%,4%,-0.1%,-6%,-4%,5%,22%
Cc1ccc(S(=O)(=O)Cc2ccc(C(=O)N3CCN(c4cccc(C)c4C)CC3)o2)cc1,-14,13µM*,2%,16%,0.89µM*,2%,0.2%,0%,1%,6%,u
CCNC(=O)[C@H]1O[C@@H](n2cnc3c(N)ncnc32)[C@H](O)[C@@H]1O,-4&21,x,3%,6%&-8%,-11%,-1%&5%,-0.2%,-1%,-9%,-8%,x
Cc1cc(=O)oc2cc(OCC(=O)N3C[C@H]4C[C@@H](C3)c3cccc(=O)n3C4)ccc12,6,u,2%,0%,3%,6%,-0.1%,-3%,0%,5%,0%
O=C(c1cc2c(s1)CCCC2)N1CCC2(CC1)OCCO2,7,u,1%,-3%,2%,-4%,0.4%,-4%,-8%,x,u
CN(C)C(=O)Oc1ccc2c(=O)c(Oc3ccccc3Br)coc2c1,1,1%,0%,3%,-5%,0%,-0.2%,-19%,-6%,-5%,24%
CCCCn1c(N)c(N(CCOC)C(=O)CN2CC=C(c3ccccc3)CC2)c(=O)[nH]c1=O,6,u,1%,3%,x,12%,0.2%,-1%,0%,0%,21%
COC(=O)C1=C(c2ccc(F)cc2OCc2ccccc2)C[C@@H]2CC[C@H]1N2C(=O)NCc1cccc(OC)c1,-10,-8%,-2%,26%,u,8%,0.5%,0%,-3%,1%,u
C[C@H](CO)N1C[C@H](C)[C@@H](CN(C)C(=O)Nc2ccccc2)Oc2c(NC(=O)Nc3ccccc3)cccc2C1=O,-14,-2%,1%,x,-3%,3%,0.0%,4%,0%,-4%,u
CN1CCCC(C(=O)c2ccc(-c3ccccc3)cc2)C1 (stereo unspecified),15,0%,1%,-2%,-11%,-7%,0.0%,2%,-4%,2%,28%

# A portion of the library, so the mix of outcomes need not match the whole.
